Screening results (PubChem)
Hsp70 act: Hsp70 transcriptional activators, primary screen, cell-based, HeLa, Hsp70 promoter luciferase, luminescence, 10 µM; HeLa Hsp70 promoter luciferase reporter; scaled: vehicle 0, proteasome-inhibitor control 100%; activation, % at 10 µM; 200,000 tested, 0.04% active; AID 1203, 2008;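 active = activation above the mean across all tested compounds plus 3 SD, cutoff set per campaign, cut at about 5.5% in these data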;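 note: 100% = MG132 at 30 µM as the positive control and 0% = DMSO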
TLR4 MyD88 comp: inhibitors of TLR4-MyD88 association in cells, primary screen, cell-based, HeLa CL3-4, BLA complementation, FRET ratio | AID 861, 2007 | HeLa CL3-4 TLR4/MyD88 BLA complementation | 200,000 tested, 0.18% active | inhibition, % at 8.4 µM; in the data active = inhibition above about 25%;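 note: 0% = vehicle and 100% = reference inhibitor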
Lmaj promast: Leishmania major promastigote growth inhibition, primary screen; Leishmania major promastigotes, resazurin fluorescence viability; inhibition, % at 10 µM; 200,000 tested, 9% active;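 note: promastigotes grown with compound for 44 hours at 28 °C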
S1P3 antag: S1P3 receptor antagonists, primary screen, cell-based | Sphingosine 1-phosphate receptor 3 (Homo sapiens), Q99500 | 170,000 tested, 0.27% active | CHO S1P3 NFAT-BLA reporter, FRET fluorescence, antagonist mode | inhibition, % at 4.98 µM;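 active = inhibition above the plate cutoff, the mean inhibition of test wells on that plate plus 3 SD, cut at about 28% in these data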;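 note: cells challenged with S1P at its EC80 of 0.8 µM; blue over green emission ratio from cleaved BLA substrate after 4 h stimulation; 0% = S1P-stimulated wells and 100% = unstimulated DMSO-only wells; some compounds past the cut are filed as inactive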
Target sequence (Q99500 whole entry, looked up): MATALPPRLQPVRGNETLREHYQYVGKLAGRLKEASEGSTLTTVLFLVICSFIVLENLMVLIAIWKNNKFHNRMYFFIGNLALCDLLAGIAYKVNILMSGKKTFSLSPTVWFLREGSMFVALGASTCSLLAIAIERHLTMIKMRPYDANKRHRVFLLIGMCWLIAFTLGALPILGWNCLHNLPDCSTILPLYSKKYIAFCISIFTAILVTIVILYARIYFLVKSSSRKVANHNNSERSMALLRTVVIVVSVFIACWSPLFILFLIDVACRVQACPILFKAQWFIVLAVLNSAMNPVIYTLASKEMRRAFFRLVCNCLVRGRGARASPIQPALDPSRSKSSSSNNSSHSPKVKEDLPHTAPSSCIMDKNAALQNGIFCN
G6PDH counter: L. mesenteroides G6PDH inhibitors, counter-screen for G6PDH-coupled screening assays, biochemical, Leuconostoc mesenteroides enzyme. AID 1020, 2008. inhibition, % at 5 µM. glucose-6-phosphate dehydrogenase [Leuconostoc mesenteroides]. 200,000 tested, 0.12% active. Purified L. mesenteroides G6PDH, diaphorase/resazurin coupled fluorescence, 45 min
RAM inhibit: inhibitors of the yeast RAM network, primary screen, dse1pr::URA3 reporter, 5-FOA selection; S. cerevisiae dse1pr::URA3 reporter, 5-FOA growth OD615, 2 d; analog-sensitive cbk1-as2 kinase mutant strain; inhibition, % at 50 µM; 190,000 tested, 1.8% active; AID 868, 2007;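 active = inhibition above a set limit, 3 SD over mean compound inhibition, cut at about 8.4% in these data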;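 note: 0% = DMSO-only wells with no growth and 100% = 10 µM 1-NA-PP1 full growth; inhibition rescues growth on 5-FOA so higher OD means more RAM inhibition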
Redox H2O2 prof: compounds producing H2O2 with reducing agent – biochemical, NIH compound library profiling, artefact control for MLSCN library redox annotation, primary screen | DTT-dependent redox cycling H2O2, phenol red/HRP absorbance; 100% = 100 µM peroxide control, 0% = buffer | activation, % at 10 µM | 200,000 tested, 0.03% active | AID 878, 2007;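 active = activation of at least 50% relative to the plate's high and low controls in the primary single-dose screen; inactive = activation below 50%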;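 note: compound incubated with DTT at 0.8 mM final as the reducing agent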
Diaphorase act: compounds boosting diaphorase resazurin reduction – biochemical, uHTS, resorufin fluorescence, counter-screen for diaphorase-coupled primary assays, primary screen; Diaphorase/resazurin coupled assay, 16 min; hits give high values; 1 = vehicle wells, 0 = NADH-free wells; activation factor at 20 µM; 190,000 tested, 0.005% active;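 active = diaphorase activity raised at least twofold by the compound at 20 µM; inactive = activation factor below 2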
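Material: bacterial diaphorase enzyme (C. kluyveri); amount: enzyme 0.07 U/mL final; reagent: NADH substrate 0.114 mM plus resazurin dye 0.1 mM, final; doses: single compound dose of 20 µM, 1% DMSO final; timing: 16 min enzyme reaction, ambient temperature; measured by: fluorescence of resorufin, 544 nm excitation, 590 nm emission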
PMI act hi M6P: human PMI activators, high substrate, primary screen, biochemical, fluorescence intensity, near-saturating mannose 6-phosphate; coupled PMI enzyme assay, resazurin fluorescence, 20 min; hits give high values; 1 = untreated enzyme, 0 = substrate-free blank; activation factor at 20 µM; 190,000 tested, 0.34% active;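 active = activation factor of 2 or more at 20 µM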
Target sequence (P34949 whole entry, looked up): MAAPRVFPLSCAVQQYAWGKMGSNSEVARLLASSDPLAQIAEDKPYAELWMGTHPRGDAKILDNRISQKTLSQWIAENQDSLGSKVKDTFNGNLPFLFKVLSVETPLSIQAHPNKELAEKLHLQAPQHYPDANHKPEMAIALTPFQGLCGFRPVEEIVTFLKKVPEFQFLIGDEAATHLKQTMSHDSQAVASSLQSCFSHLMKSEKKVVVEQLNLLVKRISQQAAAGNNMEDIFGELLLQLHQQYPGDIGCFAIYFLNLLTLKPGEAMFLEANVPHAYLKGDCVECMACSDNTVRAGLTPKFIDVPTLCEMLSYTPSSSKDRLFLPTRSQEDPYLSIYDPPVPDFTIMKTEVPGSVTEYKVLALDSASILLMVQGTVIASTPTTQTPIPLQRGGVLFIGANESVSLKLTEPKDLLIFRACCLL
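Test system: human phosphomannose isomerase with PGI, G6PDH, diaphorase coupling enzymes; amount: 15 ng/mL PMI; incubation: enzyme reaction with compound 20 min at room temperature; technique: resorufin fluorescence (Ex 544/Em 590 nm) from resazurin via diaphorase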
Diaphorase inh: diaphorase inhibitors and chemical oxidizers, primary screen, counter-screen for diaphorase-coupled primary assays, biochemical, uHTS, resorufin fluorescence; diaphorase resazurin-to-resorufin fluorescence, NADH, 16 min; bacterial (C. kluyveri) enzyme, not human; 190,000 tested, 0.69% active; inhibition, % at 20 µM; AID 1217, 2008;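 active = primary screen inhibition at 20 µM above a set limit, cut at about 50% in these data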;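 note: plate controls were DMSO with full reaction for no effect and wells lacking NADH for full effect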
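Assay system – diaphorase enzyme from Clostridium kluyveri · Amount – diaphorase 0.14 U/mL (working solution) · Times – reaction incubation of 16 min at room temperature · Controls – No-NADH positive control and DMSO neutral control · Signal – resorufin fluorescence 544/590 nm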
PMI activator: activators of human PMI, primary screen, biochemical, fluorescence intensity, near-Km mannose 6-phosphate | 190,000 tested, 0.005% active | activation factor at 20 µM | purified human PMI, coupled resazurin fluorescence, 20 min; hits give high values; 1 = vehicle control, 0 substrate-free wells | Mannose-6-phosphate isomerase (Homo sapiens), P34949;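 active = activation factor of 2 or more at 20 µM, relative to plate controls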
An asterisk follows results filed as active; x = not tested or not shown. Cut-off read from the data, not from the text of the source, unless noted: active = inhibition above about 50%; inactive = the rest.

Second line of a record – Hsp70 act	TLR4 MyD88 comp	Lmaj promast	S1P3 antag	G6PDH counter	RAM inhibit	Redox H2O2 prof	Diaphorase act	PMI act hi M6P	Diaphorase inh	PMI activator
1	CN1CCN(NS(=O)(=O)c2ccc(Cl)s2)CC1
→ -0.2	-4.6	55.4*	3.7	5.7	0.0	0.8	0.9	1.1	10.1	1
2	O=C(NCc1cccnc1)c1ccc(COc2ccccc2Br)cc1
→ 0.0	16.0	18.8	-9.2	5.9	0.5	-0.2	0.9	0.9	7.4	1
3	O=C1CC(C(=O)Nc2ccc(O)c(C(=O)O)c2)C(c2ccccc2)O1 (stereo unspecified)
→ -0.2	1.2	-14.5	-15.1	-1.2	-0.4	2.3	0.9	1	13.3	0.9
4	CCC(OC(=O)c1nsc(Cl)c1Cl)C(=O)NC(C)(C)C (stereo unspecified)
→ -0.1	-12.5	-3.3	-14.7	8.3	0.5	-0.4	0.9	1.1	6.3	1.1
5	O=C(Nn1c(O)c(C=C2N=c3ccccc3=N2)sc1=S)c1cccc(Cl)c1
→ -0.1	2.7	-7.2	x	9.3	2.3	1.6	0.9	1.1	8.8	1.1
6	CC(C)(C)SCCNS(=O)(=O)c1ccc(F)cc1
→ -0.3	-6.5	-2.9	7.2	3.3	0.7	2.9	0.9	0.9	14.7	1
7	CCCC(=O)Nc1ccc(C(=O)NCc2ccccc2Cl)cc1
→ -0.3	-10.1	-4.8	x	-5.1	1.2	0.6	1	1	2.8	1
8	Cc1c(CN2CCCC(C)C2)c(O)n(CCO)c(=O)c1C#N (stereo unspecified)
→ -0.3	11.9	1.2	-12.0	36.0	0.4	-0.5	x	x	x	x
9	COC(=O)c1nc(-c2ccccc2)oc1N(C)C
→ -0.1	12.3	-3.5	-22.1	-9.3	0.3	-2.0	0.9	1	8.1	0.9
10	COc1ccc(-c2onc3ccc(Br)cc23)cc1
→ -0.1	7.8	6.6	3.7	4.1	4.5	-0.6	0.7	1.2	29.6	1.4
11	Cc1ccc(OCC(=O)Nc2ccccc2Sc2ccc(Cl)cc2)c([N+](=O)[O-])n1
→ -0.3	5.0	7.6	-24.6	-14.0	0.0	0.6	0.8	0.9	22.1	0.8
12	CCN(c1ccccc1)S(=O)(=O)c1ccc(F)cc1
→ -0.3	21.2	4.4	12.2	16.6	-0.4	-0.5	0.9	0.9	12.5	0.8
13	O=C(CCn1cnc2ccccc2c1=O)Nc1cccc(Cl)c1Cl
→ -0.3	-3.9	16.7	-10.1	11.9	1.6	0.4	0.9	1	9.3	0.9
14	COc1cccc(C(=O)NCC(=O)N/N=C/c2cccc(OC(=O)c3ccc([N+](=O)[O-])cc3)c2)c1
→ -0.2	-1.6	1.5	2.8	-31.7	3.4	0.8	0.9	1	12.1	1
15	Cc1ccc(Cc2nnc3n(-c4cccc(C)c4)nc(C(=O)c4ccccc4)n3c2=O)cc1
→ 0.2	-13.8	11.2	x	4.1	14.7*	-0.4	0.8	1	15.2	1
16	C/C(=N\Nc1cccc([N+](=O)[O-])c1)c1cc2ccccc2o1
→ -0.1	1.4	-4.7	0.3	8.1	4.8	0.3	0.8	0.8	24.9	1
17	CC(C)C(=O)NNC(=O)CSc1nnnn1C(C)C
→ -0.2	-16.1	-9.6	-6.9	6.5	-1.4	0.1	1	0.9	-2.7	1
18	NNC(=O)c1ccc2ccccc2n1
→ -0.2	-13.1	-6.1	-3.2	2.5	1.6	0.1	1.1	1	-6.3	1.2
19	CN(C)S(=O)(=O)c1cccc(NC(=O)c2cc3c(=O)n4ccccc4nc3s2)c1
→ -0.3	-7.6	-4.5	-10.0	-10.4	2.0	-0.1	0.8	0.8	18.4	0.8
20	CCC(=O)Nc1nonc1-c1nc2ccccc2n1CCC(C)C
→ -0.1	-16.3	14.1	9.9	0.3	2.6	0.9	0.8	1	18.6	0.9
21	C=CCNc1ncnc2c1ncn2C1OC(CO)C(O)C1O (stereo unspecified)
→ -0.2	-8.9	-1.0	-8.8	2.1	0.3	-1.1	0.8	0.9	15.5	1
22	Cc1cccnc1NC(=O)c1c(O)c2ccccc2n(C)c1=O
→ -0.3	-5.0	1.0	15.1	-42.8	-0.9	0.3	1	0.9	-0.8	0.9
23	CCOC(=O)c1cccc(NC(=O)Nc2ccc(OCC)cc2)c1
→ -0.2	3.2	-4.3	-0.5	2.6	2.7	-0.7	1	1	1.1	1
24	Cc1ccc2c(=O)c(C(=O)NCc3cccs3)c[nH]c2c1
→ -0.1	16.5	1.5	x	0.1	6.6	0.1	0.9	0.9	13.6	0.9
25	COc1cc(OC)c(C2CC(=O)N3CN(c4ccc(C)cc4)CSC3=C2C#N)cc1OC (stereo unspecified)
→ -0.2	7.2	14.8	-10.5	43.8	1.9	-0.4	0.5	0.7	46.4	0.7
26	COc1ccccc1-c1nnc(SC2CCc3ccccc3NC2=O)s1 (stereo unspecified)
→ -0.2	12.0	3.5	x	-1.8	3.4	0.7	0.7	1	33.5	1.1
27	c1ccc(-n2ncc3c2ncn2nc(CSc4nc5ccccc5s4)nc32)cc1
→ x	x	x	6.4	11.4	x	x	1	1	1.3	1
28	Cc1ccc(C2C3=C(CC(C)(C)CC3=O)Nc3[nH]c(=S)[nH]c(=O)c32)cc1 (stereo unspecified)
→ x	x	x	x	-36.1	2.4	x	0.8	1	18.4	1
29	CCOC(=O)c1cnc(SCc2nc(N)nc(Nc3ccccc3OC)n2)nc1N
→ -0.2	6.0	-0.6	x	1.3	0.7	1.0	0.9	1	13.1	0.9
30	CCc1ccc(N(CC)C(=O)c2ccc3c(Cl)c4c(nc3c2)CCC4)cc1
→ -0.1	-6.0	31.6	2.5	11.9	3.2	0.9	0.8	1.1	18.9	1.1
31	COc1cccc(C(=O)N2CCN(C(=O)Cc3ccccc3)CC2)c1
→ 0.0	-12.7	-6.0	-13.8	10.6	1.1	-0.1	1	1	0.0	1.1
32	CCCOc1c(Br)cc(C2C3=C(CCCC3=O)N(C)C3=C2C(=O)CCC3)cc1OC
→ -0.2	-21.3	97.2*	-6.4	8.2	2.4	x	0.8	1.2	20.1	1.3
33	CCOC(=O)CSc1nc(NCc2ccco2)c2ccccc2n1
→ 0.3	3.0	16.9	x	1.9	0.6	0.2	0.9	0.9	12.4	0.9
34	O=[N+]([O-])c1cc(/C=N/N2CCN(C3c4ccccc4-c4ccccc43)CC2)ccc1Cl
→ -0.5	-7.7	20.2	x	8.0	3.3	4.3	0.8	0.9	22.5	0.9
35	Cc1ccc(-n2c(C)cc(C3N=C(N)Nc4nc5ccccc5n43)c2C)c(C)c1 (stereo unspecified)
→ -0.2	-1.7	41.6	-1.6	8.1	3.1	-0.5	1.1	0.8	-5.1	0.9
36	Oc1ccc2ccccc2c1/C=N/n1cnnc1
→ -0.1	2.0	-12.0	x	11.9	-0.5	-0.1	0.8	0.6	21.0	0.8
37	COc1ccc(NC2=NCC(Cc3ccc(Br)cc3)S2)cc1 (stereo unspecified)
→ -0.2	-2.8	87.7*	0.5	11.3	-0.4	0.1	1	1	3.5	1
38	COc1ccc(C2SCCN2S(=O)(=O)c2ccc(F)cc2)cc1OC (stereo unspecified)
→ 0.0	-5.2	1.8	-21.1	6.2	0.5	-1.7	0.9	0.9	10.5	0.8
39	O=C(NCCCO)/C(=C\c1cn(-c2ccccc2)nc1-c1cccnc1)NC(=O)c1ccccc1
→ -0.2	6.2	-3.9	0.7	3.9	-0.1	0.0	0.8	0.9	17.2	1
40	CCC(=O)c1cc2c(C)cc(=O)oc2c(C)c1OC(=O)C(C)C
→ -0.1	-2.6	15.7	-1.7	10.3	1.2	-0.1	1.1	1.2	-11.3	1.1
41	CC/C(=C(/CC)c1ccc(O)cc1)c1ccc(O)cc1
→ -0.2	-15.1	18.8	-5.9	2.0	3.0	-2.3	0.9	1	7.2	1
42	CN(C)/C=C1/Oc2c(ccc3ccccc23)C1=O
→ -0.2	-15.0	4.1	-21.8	2.7	-0.2	-0.3	0.7	0.4	31.6	0.8

Results in sequence from the entries so far:
Lmaj promast, entries 33–42, in order: 16.9, 20.2, 41.6, -12.0, 87.7*, 1.8, -3.9, 15.7, 18.8, 4.1
TLR4 MyD88 comp, entries 33–42, in order: 3.0, -7.7, -1.7, 2.0, -2.8, -5.2, 6.2, -2.6, -15.1, -15.0
Diaphorase act, entries 33–42, in order: 0.9, 0.8, 1.1, 0.8, 1, 0.9, 0.8, 1.1, 0.9, 0.7
